MmCpn inh – Inhibitors of TCP-1 ring complex (TRiC) of Methanococcus maripaludis (MmCpn): qHTS. Potency, µM (titrated, usually from 76.9 µM), without a hit: at the highest dose activity, negative = inhibition, most hits filed as inhibitors. purified Mm-Cpn ATPase, ADP Transcreener TR-FRET. 330,000 tested, 0.031% active; note: potency is the fitted concentration of half-maximal effect; % is set by controls: 0 for no effect and ±100 for the full control effect; nearly all actives have a fitted effect of over 80% in size
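Purified archaeal Mm-CPN (25nM final) preincubated 10 min at 37degC with compound, then 10uM ATP for 30 min at 37degC; ADP measured by HTRF Transcreener TR-FRET; buffer 30 mM TRIS pH 7.4, 100mM KCl, 5mM MgCl2, 1mM DTT.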
aSyn rescue – qHTS of alpha-syn Inhibitors; Yeast expressing alpha-synuclein, growth rescue, BacTiter-Glo, 24 h; Potency, µM (highest dose often 46.1 µM), for the others: at the highest dose growth rescue (activation), most hits filed as activators; 370,000 tested, 0.14% active; AID 652106, 2013; note: potency is the fitted concentration of half-maximal effect; % of control where 0% means no effect; nearly all actives have a fitted effect of over 65% in size
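Galactose-induced alpha-syn yeast (OD600=0.02, raffinose-pregrown) + pinned cpd, 24 hr, 30 deg C; growth by BacTiter-Glo luminescence. Growth restoration scores as activation.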
Abeta rescue – qHTS for compounds that reverse cellular toxicity of Amyloid beta (A-beta) peptide in yeast: Primary Screen; yeast expressing A-beta42, growth rescue, OD600, 48 h; response scale: 0% DMSO, 100% iron-clioquinol control; Potency, µM (series often up to 46.1 µM), without a hit: at the highest dose growth rescue, usual class: activators; 410,000 tested, 0.063% active; AID 1347071, 2019; note: potency is the fitted concentration of half-maximal effect; nearly all actives have a fitted effect of over 55% in size
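Growth rescue measured by 600 nm absorbance after 48 h yeast culture at 30 C with compound. Values normalized between DMSO and an equimolar ferric chloride plus clioquinol control.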
GLP1R inv ag – qHTS of GLP-1 Receptor Inverse Agonists (Inhibition Mode); Glucagon-like peptide 1 receptor (Homo sapiens), P43220; HEK293 GLP-1R CRE-luciferase, luminescence, 24 h; GLP-1R form is constitutively active; Potency, µM (doses to about 38.3 µM), for inactives: top-dose activity change, negative = inhibition, most hits filed as inhibitors; 410,000 tested, 1.6% active; AID 624417, 2012; note: potency is the fitted concentration of half-maximal effect; % is set by controls: 0 for no effect and ±100 for the full control effect; nearly all actives have a fitted effect of over 55% in size
Target sequence (P43220 whole entry, looked up): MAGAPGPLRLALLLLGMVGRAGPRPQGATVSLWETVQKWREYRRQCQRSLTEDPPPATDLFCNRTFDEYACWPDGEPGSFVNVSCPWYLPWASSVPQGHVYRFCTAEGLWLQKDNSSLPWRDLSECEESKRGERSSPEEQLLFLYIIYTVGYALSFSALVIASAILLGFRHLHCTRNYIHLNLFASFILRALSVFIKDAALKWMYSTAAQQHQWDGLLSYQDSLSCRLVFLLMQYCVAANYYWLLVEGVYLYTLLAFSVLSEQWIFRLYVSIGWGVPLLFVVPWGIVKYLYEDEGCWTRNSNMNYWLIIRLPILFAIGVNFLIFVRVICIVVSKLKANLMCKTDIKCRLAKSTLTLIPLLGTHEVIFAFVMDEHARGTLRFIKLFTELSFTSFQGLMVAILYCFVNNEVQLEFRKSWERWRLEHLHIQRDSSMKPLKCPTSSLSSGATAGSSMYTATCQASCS
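qHTS in 1536-well format: reporter HEK293 cells expressing constitutive GLP-1R activity in DMEM + 10% Nu serum, 24 hr with compounds at 37 deg C, luminescence read after 12 min with detection reagent.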
PTHR1 agonist – qHTS for PTHR1 Agonists: Primary Screen. Parathyroid hormone/parathyroid hormone-related peptide receptor (Homo sapiens), Q03431. HEK293 GP2 PTHR1 cells, GloSensor cAMP luminescence, 1 h. Potency, µM (titrated, usually from 115 µM), inactives show at the top dose activation, most hits filed as activators. 410,000 tested, 0.075% active. AID 743266, 2014; note: potency is the fitted concentration of half-maximal effect; nearly all actives have a fitted effect of over 55% in size; some results filed as inactive show a strong effect at the top dose; inactives centre near -15; many of its hits are not listed in these tables
Target sequence (Q03431 whole entry, looked up): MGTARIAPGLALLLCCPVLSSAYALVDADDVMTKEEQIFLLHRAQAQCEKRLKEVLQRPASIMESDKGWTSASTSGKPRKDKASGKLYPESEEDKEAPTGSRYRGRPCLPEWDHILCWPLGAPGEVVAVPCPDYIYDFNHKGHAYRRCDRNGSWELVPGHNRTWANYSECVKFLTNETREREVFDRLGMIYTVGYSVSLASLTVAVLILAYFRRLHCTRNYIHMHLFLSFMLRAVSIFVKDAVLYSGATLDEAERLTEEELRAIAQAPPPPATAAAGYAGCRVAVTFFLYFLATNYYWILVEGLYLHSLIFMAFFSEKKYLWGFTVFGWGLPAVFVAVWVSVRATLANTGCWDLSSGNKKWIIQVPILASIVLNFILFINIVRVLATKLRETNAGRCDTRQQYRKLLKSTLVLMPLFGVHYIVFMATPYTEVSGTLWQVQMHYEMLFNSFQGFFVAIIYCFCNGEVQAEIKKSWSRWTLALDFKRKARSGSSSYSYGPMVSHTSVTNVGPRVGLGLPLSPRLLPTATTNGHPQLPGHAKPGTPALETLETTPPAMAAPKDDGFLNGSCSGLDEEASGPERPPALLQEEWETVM
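HEK-293-derived GP2 cells expressing PTHR1 and a GloSensor cAMP reporter, 3,000/well, plated overnight, given luciferin plus IBMX (each 0.5 mM as added) for 1 h at 37 °C, then compound for 1 h at 37 °C. Luminescence was read after 15 min at room temperature.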
FUS suppressor – qHTS for Suppressors of FUS Proteinopathy: Primary screen using FUS-linked yeast assay; 390,000 tested, 0.24% active; AID 1347120, 2019; S. cerevisiae FUS-expressing, growth rescue, OD600, 24 h; Potency, µM (highest dose often 76.6 µM), without a hit: at the top dose growth rescue (activation), most hits filed as activators;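 note: potency is the fitted concentration of half-maximal effect; plate controls were DMSO vehicle for no effect and reference control for full effect; nearly all actives have a fitted effect of over 55% in size; some results filed as inactive show a strong effect at the top dose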
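Steps: raffinose overnight preculture; dilution to OD 0.005 in 2% galactose minimal medium; compound addition (concentration series); 24hr at 30C, 99% humidity; absorbance read at 600 nm.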
TDP-43 yeast inh – qHTS of TDP-43 Inhibitors; Potency, µM (doses to about 46.1 µM), inactives show top-dose growth rescue (activation), hits mostly activators; TDP-43 expressing yeast growth rescue, BacTiter-Glo, 24 h; 410,000 tested, 1.8% active; note: potency is the fitted concentration of half-maximal effect; % of control where 0% means no effect; nearly all actives have a fitted effect of over 50% in size
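Readout is BacTiter-Glo luminescence of cell growth, so inhibitors register as activators. TDP-43-expressing yeast at OD600=0.02 in galactose medium, after raffinose pregrowth to mid-log, were incubated with compound for 24 hr at 30 deg C.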
Akt phos inh – HTS Assay for Inhibitors of Akt Phophorylation: Primary Screen. 360,000 tested, 0.32% active. Neuro2A IGF-stimulated pAkt S473 HTRF, 20 min; stronger effect = lower value. activity change, % for hits at 50 µM. AID 651550, 2012; in the data active = activity change below about -80%; inconclusive = mostly about -51% to -80%; note: % is set by controls: 0 for no effect and ±100 for the full control effect
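Neuro2A cells in DMEM with 0.5% FBS, overnight at 37 deg C, given compound at single 50 µM final, then IGF (6 nM final) for 20 min at 37 deg C. Lysed; phospho-Akt Ser473 by HTRF after 24 h, 665/615 ratio.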
HEK293 tox – qHTS of GLP-1 Receptor Inverse Agonists: Cytotox Screen; HEK293 cAMP-luciferase reporter cells, luminescence, 24 h; Potency, µM (doses to about 38.3 µM), inactives show at the top dose activity change, negative = inhibition, actives largely listed as inhibitors; 410,000 tested, 0.13% active; AID 624418, 2012;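 note: loss of luciferase light is scored as toxicity; potency is the fitted concentration of half-maximal effect; % is set by controls: 0 for no effect and ±100 for the full control effect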
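Compound-treated cells are incubated 24 hr at 37 deg C under 5% CO2 after a 12 hour attachment period, then luciferase detection reagent is added and luminescence is measured following 12 min at room temperature; lowered signal indicates toxicity.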
The depositor's hits bear a star; i = inactive; ? = inconclusive; · = not tested or not shown; & = joins results of further samples; [ ] = another dose, or the depositor's remark. Unless noted, calls come from the whole dose curve; as a rule, active = well fitted curve in the direction sought with a large enough effect; inconclusive = small, poorly fitted or top-dose-only effect, or another doubt; inactive = no such curve, though single readings can be large; an effect the other way counts as inactive or inconclusive.

1. CCOc1ccc(N(CC(=O)NC2CCCC2)S(=O)(=O)c2c(C)noc2C)cc1
2. O=C(NCCC1=CCCCC1)C1CCC(CNS(=O)(=O)c2ccccc2)CC1 (configuration not stated)
3. O=C(Nc1cccc(-c2nc3cccnc3s2)c1)c1ccco1
4. O=C(O)CCCC(=O)N1CCc2cc(S(=O)(=O)NCc3ccc(F)cc3)ccc21
5. Cc1nc2nc[nH]c2cc1Br
6. CCOC(=O)CNC(=O)Cc1ccc(OC)cc1
7. O=C(CC(c1ccco1)C1CCCCC1=O)c1ccco1 (configuration not stated)
8. CCCN(CCC)CCCNC(=O)C(NS(=O)(=O)c1ccc2c(c1)CCC(=O)N2)c1ccccc1 (configuration not stated)

assay / entry	1	2	3	4	5	6	7	8
MmCpn inh	1%	-3%	0%	-4%	1%	-2%	0%	1%
aSyn rescue	1%	-2%	-7%	2%	6%	-1%	1%	0%
Abeta rescue	11%	-6%	-41%[inhibitor]	1%	1%	8%	2%	-12%
GLP1R inv ag	-8%	-11%	50%[activator]	34%[activator]	7%	5%	0%	29%
PTHR1 agonist	i	-1%	i	i	-2%[57.5 µM]	i	i	i
FUS suppressor	-15%	·	8%	-12%	-13%	-14%	19%	8%
TDP-43 yeast inh	30%	5%	10µM*	-9%	23%	18%	4%	-12%[0.397 µM]
Akt phos inh	i	i	i	i	i	i	i	i
HEK293 tox	1%	-14%	7%	-9%	-13%	6%	3%	16%

9. CCOC(=O)CN(C(=O)CSc1nnc2c(n1)[nH]c1ccc(F)cc12)c1ccccc1
10. Cc1ccc2cc(C3CC(c4ccco4)=NN3S(=O)(=O)c3ccccc3)c(Cl)nc2c1 (configuration not stated)
11. Cc1ccc(-n2sc3cc(F)ccc3c2=O)c(C)c1
12. COc1ccc(NC(=O)CNC(=O)Cc2ccccc2)cc1OC
13. O=C(Nc1ccccc1)OCc1cncs1
14. NC(=O)[C@@H]1CC2(CC(c3cccc(NC(=O)CC(c4ccccc4)c4ccccc4)c3)=NO2)CN1C(=O)COc1ccc(Cl)cc1 (some centres not stated)
15. Cn1c(NNC(=O)C2CCCCC2)cc(=O)n(C)c1=O
16. COc1ccc(-c2c(C)n([O-])c3c([n+]2=O)CCC3)cc1OC

assay / entry	9	10	11	12	13	14	15	16
MmCpn inh	0%	-1%	·	0%	1%	-14%	-2%	2%
aSyn rescue	17%	8%	-85%[inhibitor]	1%	3%	1%	-7%	2%
Abeta rescue	1%	19%	-81%[inhibitor]	6%	-12%	-17%	2%	9%
GLP1R inv ag	?	?	?	24%	5%	11µM*	5%[7.66 µM]	-28%
PTHR1 agonist	-17%	i	-55%[inhibitor]	i	-1%	i	i	-11%[57.5 µM]
FUS suppressor	14%	25%	-15%	8%	3%	?	15%	-2%
TDP-43 yeast inh	-3%	25%	-92%[inhibitor]	4%	-9%[0.397 µM]	1%	-13%	6%
Akt phos inh	i	i	i	i	i	i	i	i
HEK293 tox	?	4%	?	-7%	0%	-21%	7%[7.66 µM]	-10%

Ordered by heavy-atom count (lowest first): three of the compounds above
7. O=C(CC(c1ccco1)C1CCCCC1=O)c1ccco1 (configuration not stated)
4. O=C(O)CCCC(=O)N1CCc2cc(S(=O)(=O)NCc3ccc(F)cc3)ccc21
9. CCOC(=O)CN(C(=O)CSc1nnc2c(n1)[nH]c1ccc(F)cc12)c1ccccc1

assay / entry	7	4	9
MmCpn inh	0%	-4%	0%
aSyn rescue	1%	2%	17%
Abeta rescue	2%	1%	1%
GLP1R inv ag	0%	34%[activator]	?
PTHR1 agonist	i	i	-17%
FUS suppressor	19%	-12%	14%
TDP-43 yeast inh	4%	-9%	-3%
Akt phos inh	i	i	i
HEK293 tox	3%	-9%	?

Continued.
17. COc1ccccc1NC(=O)Cc1csc(NC(=S)Nc2ccc(C)cc2)n1
18. CC(=O)c1cc(NC(=O)c2cccc(C(F)(F)F)c2)c(=O)oc1/C=C/N(C)C
19. Cc1ccc(Cn2cccc(-c3nc4ccccc4s3)c2=O)cc1
20. O=[N+]([O-])c1ccc(C[n+]2ccc(Cc3ccccc3)cc2)cc1
21. CCC1CN2CCc3cc(OC)c(OC)cc3C2CC1CC1c2cc(OC)c(OC)cc2CCN1C(=O)C(Cc1c[nH]c2ccccc12)NC(=O)OC(C)(C)C (configuration not stated)
22. CCCCNC(=S)N(C)/N=C/c1ccc(OCc2ccc(C(=O)OC)cc2)c(OC)c1
23. CC12CCC3(CC1CCC1OC12)OCCO3 (configuration not stated)
24. O=C(COC(=O)C1CC2CCCC(C1)C2=O)NNC(=O)c1ccc([N+](=O)[O-])cc1 (configuration not stated)

assay / entry	17	18	19	20	21	22	23	24
MmCpn inh	-3%	1%	1%	-1%	·	0%	·	-16%
aSyn rescue	-8%	2%	0%	0%	5%	0%	-5%	1%
Abeta rescue	-1%	-4%	-2%	10%	1%	1%	0%	-2%
GLP1R inv ag	-15%	2%	-7%	-1%	?	5%	19%	6%
PTHR1 agonist	i	-8%[57.5 µM]	-23%	-3%	i	i	i	-25%
FUS suppressor	21%	9%	-9%	5%	·	·	·	18%
TDP-43 yeast inh	22%	25%	13%	-17%	24%	22%	-9%	8%
Akt phos inh	i	i	i	i	i	i	i	i
HEK293 tox	3.2µM*	0%	304%[activator]	12%	?	4%	-7%	7%

25. COc1ccc(/C(C)=N/OC/C(O)=C(\C#N)c2nc3ccccc3[nH]2)cc1OC
26. O=C(Cn1nnc2ccccc2c1=O)NCc1ccc(Cl)cc1
27. Cc1ccc(S(=O)(=O)NC(=O)COc2ccccc2)cc1
28. CCOc1ccc(C(C)NC(=O)c2ccccc2F)cc1 (configuration not stated)
29. CC1=CC(C)=Nc2ccc(C)cc2N1
30. Fc1ccccc1Nc1nc(N2CCOCC2)nc(N2CCOCC2)n1
31. O=C(CNS(=O)(=O)c1ccccc1)Nc1ccccc1Br
32. Cc1ccc(N(Cc2ccc(C(=O)NCCSc3ccccn3)cc2)S(C)(=O)=O)cc1C

assay / entry	25	26	27	28	29	30	31	32
MmCpn inh	-2%	1%	3%	-1%	-1%&1%	-7%	-4%	1%
aSyn rescue	5%	-2%	12%	0%	-14%&0%	5%	-3%	2%
Abeta rescue	-2%	-6%	12%	-6%	4%&14%	9%	4%	17%
GLP1R inv ag	3%	-17%	-10%	7%	15%&5%	8%	1%	-25%
PTHR1 agonist	-72%[inhibitor]	i	-6%	i	i	-45%[inhibitor]	-21%	i
FUS suppressor	-1%	21%	-37%	·	-13%&0%	-13%	12%	·
TDP-43 yeast inh	9%	-7%	17%	18%	-9%&-19%	28%	8%	12%
Akt phos inh	i	i	i	i	i	i	i	i
HEK293 tox	-13%	21%	15%	24%	-1%&2%	1%	9%	16%

33. O=C1C2C3C=CC(O3)C2C(=O)N1N=Cc1cccc2ccccc12 (configuration not stated)
34. CCc1cc2c(NC3CCCC3)ncnc2s1
35. CN(Cc1ccccc1)C(=O)c1ccccc1C(=O)OCC(=O)N(Cc1ccccc1)C(C)(C)C
36. CC1=NN(C(=O)Cc2ccc([N+](=O)[O-])cc2)C(O)(C(F)(F)C(F)(F)F)C1 (configuration not stated)
37. CCC(Sc1nnc2c3ccccc3n(C)c2n1)C(=O)Nc1nnc(C(C)C)s1 (configuration not stated)
38. COc1ccc(Cc2nnc(N/N=C/c3ccccc3O)[nH]c2=O)cc1OC
39. O=C(CSc1nnc(NC(=O)C2CC2)s1)Nc1ccccc1
40. COc1ccccc1CNC(=O)CCc1c(C)nn(-c2ccc(N3CCCCC3)nn2)c1C
41. CCNC(=S)N(CCN(C)C)Cc1cc2cc(OCC)ccc2[nH]c1=O

assay / entry	33	34	35	36	37	38	39	40	41
MmCpn inh	·	-2%	-1%	0%	·	0%	0%	·	1%
aSyn rescue	4%	-11%	18%	5%	·	-8%	-9%	·	4%
Abeta rescue	14%	-13%	13%	5%	-2%	-7%	-2%	-2%	12%
GLP1R inv ag	31%	?	?	?	16%	?	13%	1%	4%
PTHR1 agonist	-39%[inhibitor]	-32%[inhibitor]	-39%[inhibitor]	-38%[inhibitor]	-9%	i	i	-6%	-18%
FUS suppressor	4%	-22%	?	5%	-8%	3%	29%	13%	17%
TDP-43 yeast inh	-8%	13µM*	18%	18%	13%	-8%	-23%	-10%	-7%
Akt phos inh	i	i	i	i	·	i	i	·	i
HEK293 tox	-9%	?	-15%	-6%	4%	-19%	18%	-6%	3%

5 of the entries above in order of their number in GLP1R inv ag, descending:
entry | SMILES | GLP1R inv ag
8 | CCCN(CCC)CCCNC(=O)C(NS(=O)(=O)c1ccc2c(c1)CCC(=O)N2)c1ccccc1 (configuration not stated) | 29%
30 | Fc1ccccc1Nc1nc(N2CCOCC2)nc(N2CCOCC2)n1 | 8%
22 | CCCCNC(=S)N(C)/N=C/c1ccc(OCc2ccc(C(=O)OC)cc2)c(OC)c1 | 5%
20 | O=[N+]([O-])c1ccc(C[n+]2ccc(Cc3ccccc3)cc2)cc1 | -1%
19 | Cc1ccc(Cn2cccc(-c3nc4ccccc4s3)c2=O)cc1 | -7%

High-throughput results deposited in PubChem by National Center for Advancing Translational Sciences (NCATS).

This is a subset (hit frequency here may not be typical).
